# Screens: PubChem, several laboratories
# T cell HTS: T cell immune modulators affecting CD8 T cell-vesicle binding; 2C CD8+ T cell-vesicle binding, flow cytometry; hits give low values; calls only at 7 µM; hit rate 0.068% among 330,000;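 active = response, share of CD8 T cells binding vesicles, and their 90th percentile fluorescence all below set limits, cut at about 80% in these data, passing the limit was not always enough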
#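 Also added: QL9-peptide-loaded Drosophila micro-vesicles bearing Ld, ICAM-1 and B7-1; Test system: purified 2C TCR transgenic mouse naive CD8+ T cells; Measured by: cytometric PE anti-B7-1 and Alexa647 anti-CD8 signals after 1% paraformaldehyde fixation; Timing: binding step 1.5 h, 37 °C, antibody labelling 20 min, ice.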
# PMI inhibition: MPI inhibition at elevated mannose 6-phosphate – biochemical, fluorescence intensity, high mannose 6-phosphate, primary screen (AID 1220); inhibition, % at 20 µM; hits with a dose series show IC50 in µM; hit rate 0.66% among 190,000; recombinant PMI enzyme, coupled fluorescence intensity; higher % means a stronger effect
# K1F lysis inhibition: inhibition of K1F phage lysis, E. coli UTI89, bacterial capsule biogenesis inhibitors, alamar blue (AID 488966); inhibition, % at 100 µM, or IC50 in µM where a hit was titrated; E. coli UTI89 K1F phage lysis, alamar blue, 2 h; higher % means a stronger effect; hit rate 0.02% among 340,000;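 active = phage lysis inhibition, versus mean bacterial control, above a set limit; inconclusive = no clear call, values can overlap the other calls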;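 note: capsule biogenesis inhibitors block K1F phage lysis so surviving cells raise fluorescence; higher fluorescence means more inhibition of phage lysis; actives were called in the ten point dose series up to 300 µM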
# P. falciparum M17LAP: P. falciparum M17LAP inhibitors, primary screen, biochemical, fluorogenic H-Leu-NHMec substrate, 1536-well (AID 1619) | hit rate 0.38% among 220,000 | one-dose inhibition, % at 30 µM; IC50 in µM for titrated hits | recombinant M17LAP, H-Leu-NHMec fluorogenic kinetic assay; higher % means a stronger effect;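 active = compound inhibiting the enzyme by more than half at any dose during confirmatory dose-response retesting; inconclusive = strong single-dose inhibitors picked by rank but not retested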;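 note: plate controls were full reaction with DMSO carrier for no effect and no enzyme background for full effect; strong numbers were not always called active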
# West Nile antiviral: West Nile virus antiviral activity, cell-based, CPE readout (AID 1621). West Nile virus-infected cells, CPE inhibition; higher % means a stronger effect. hit rate 0.02% among 290,000. CPE inhibition, % at 10 µM, or IC50 in µM where a hit was titrated; in the data active = a potency from the dose series; inconclusive = CPE inhibition mostly from about 3.7% at the one dose, without a potency; inactive = the rest, 99 in 100 with CPE inhibition below about 2.2%; note: strong numbers were not always called active
# P. falciparum M1AAP: malaria alanyl aminopeptidase activity blockers – biochemical, fluorogenic H-Leu-NHMec substrate, 1536-well (AID 1445). recombinant M1AAP, H-Leu-NHMec fluorogenic kinetic assay; higher % means a stronger effect. one-dose inhibition, % at 30 µM; IC50 in µM for titrated hits. hit rate 0.42% among 220,000;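 active = primary inhibition above the hit cutoff, then over 50% inhibition at one or more dose response concentrations, cut at about 23% in these data, passing the limit was not always enough; inconclusive = conflicting primary data, or primary hits not chosen for dose response; inactive = low primary inhibition, or under 50% at every dose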;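 note: plate controls were DMSO full reaction for no effect and no enzyme background for full effect; strong numbers were not always called active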
# human PMI inhibition: MPI enzyme activity inhibition – biochemical, fluorescence intensity, coupled assay, primary screen (AID 1209); purified PMI enzyme, coupled fluorescence intensity; higher % means a stronger effect; one-dose inhibition, % at 20 µM; IC50 in µM for titrated hits; hit rate 0.42% among 190,000;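 note: plate controls were DMSO vehicle for no effect and wells lacking substrate for full effect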
# TNAP activators: stimulation of alkaline phosphatase TNAP activity – biochemical, luminescent, no phosphate acceptor, uHTS, primary screen (AID 1001) | purified TNAP, luminescent activation assay, no phosphate acceptor; higher activation fold means a stronger effect | one-dose activation fold at 20 µM; EC50 in µM for titrated hits | hit rate 0.03% among 200,000; in the data active = activation fold from about 3, or a potency from the dose series; inactive = the rest, 99 in 100 with activation fold below about 1.6; note: many of its hits are not listed in these tables
# RSV CPE inhibition: RSV antiviral activity via CPE protection, HEp-2 cells, primary 10 µM value included (AID 2391); HEp-2 cells, RSV-induced CPE inhibition; higher % means a stronger effect; one-dose CPE inhibition, % at 10 µM; IC50 in µM for titrated hits; hit rate 0.13% among 310,000; in the data active = a potency from the dose series; inconclusive = CPE inhibition mostly from about 23% at the one dose, without a potency; inactive = the rest, 99 in 100 with CPE inhibition below about 21%; note: strong numbers were not always called active
# T cell HTS vesicle-bound %: also measured in T cell HTS; calls as there; double positive events, %; measured here: CD8+ vesicle-bound cell fraction;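 binding gate set so that unloaded-vesicle control wells show 10% double positive cells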
# * = called active by the depositor; i = inactive; ? = inconclusive; nt = not tested or not shown; & = joins results of further samples; [ ] = dose if it differs, or a comment. Cut-off read from the data, not from the text of the source, unless noted: active = inhibition above about 50%; inactive = the rest. This is a random part of the collection. About 1.5% of those tested had a hit in this group.
SMILES,T cell HTS,T cell HTS vesicle-bound %,PMI inhibition,K1F lysis inhibition,P. falciparum M17LAP,West Nile antiviral,P. falciparum M1AAP,human PMI inhibition,TNAP activators,RSV CPE inhibition
CC(=O)c1ccc(NC(=O)/C(=C\c2ccccc2)NC(=O)/C=C/c2ccccc2)cc1,i,5,-5%,1.0%,2%,0.4%,-1%,10%,1,1.7%
Cc1ccccc1OCC(=O)Nc1ccc2c(c1)Cc1ccccc1-2,i,57,-1%,6.0%,2%,-0.4%,-5%,1%,1.1,2.1%
Cc1cc2c3c([nH]c2cc1S(=O)(=O)N1CCC2(CC1)OCCO2)CC(C)(C)CC3=O,i,10,nt,0.1%,nt,-0.2%,nt,nt,nt,5.0%
O=C(O)CNC(=S)N(Cc1ccccc1Cl)C1CCCC1,i,45,2%,0.0%,0%,0.3%,3%,-3%,1.1,3.5%
C/C(=C/C=N/Nc1nc(N2CCCCC2)nc(N2CCCCC2)n1)c1ccccc1,i,6,9%,1.4%,14%,-0.3%,-2%,7%,1,?
Cc1ccc2nc(NC(=O)C3CCCN(S(=O)(=O)c4cnc[nH]4)C3)sc2c1 (stereo not drawn),i,41,-1%,1.1%,5%,0.7%,4%,0%,1,5.0%
Cc1ccccc1NC(=O)Cn1nc(-c2ccccc2)nc1-c1ccccc1,i,13,8%,0.2%,8%,-0.6%,7%,5%,1.4,-0.4%
CCCC(=O)NNc1cc(=O)c2c(=O)n(C)c(=O)n(C)c2[nH]1,i,54,18%,0.2%,9%,-0.3%,-2%,18%,1.1,2.6%
CCCOc1ccc(C(=O)NNC(=S)NC(=O)c2cc(-c3ccc(Cl)cc3)nc3ccccc23)cc1,i,50,-19%,15%,6%,0.9%,-13%,-6%,1.1,4.9%
CCOC(=O)c1cc2occc2n1CC(=O)NC1CCC(C)CC1 (stereo not drawn),i,3,10%,0.1%,9%,-0.8%,9%,9%,1.2,-0.6%
CCn1c(SCC(=O)NNC(=O)c2ccc(C)cc2)nnc1-c1ccco1,i,63,-34%,nt,nt,1.0%,nt,-4%,1.2,-1.6%
CC(=O)Nc1ccc(-n2nnnc2SCC(=O)N2CCN(C(=O)c3ccco3)CC2)cc1,i,12,0%,0.3%,0%,0.4%,4%,1%,1,1.5%
O=C(Nc1ccccc1-c1nc2ccccc2[nH]1)c1ccc(N2C(=O)CCC2=O)cc1,i,32,9%,-0.5%,-2%,?,4%,9%,1.1,-1.6%
CC1CCN(S(=O)(=O)c2ccc(NC(=O)CN3CCOCC3)cc2)CC1,i,46,2%,3.2%,9%,-0.7%,11%,9%,1,0.0%
CCOC(=O)c1c(NC(N)=O)sc(C)c1C,i,46,4%,0.1%,8%,-0.4%,12%,7%,1,?
O=C(NC1CCCCC1)Nn1c(-c2ccccc2)nc2ccccc2c1=O,i,50,-7%,3.8%[50 µM],6%,-0.8%,0%,0%,1,2.9%
CCn1c(SCC(=O)NCCc2ccccc2)nnc1-c1ccco1,i,21,-9%,1.2%,1%,0.0%,-3%,-16%,0.9,1.8%
CCOC(=O)Cc1csc(NC(=O)c2ccc(S(=O)(=O)N3CCOCC3)cc2)n1,i,26,-1%,-1.7%,2%,-0.3%,-1%,-7%,1.1,-0.5%
O=C(Nc1nnc(SCC(=O)N2CCCc3ccccc32)s1)c1cccc2ccccc12,i,11,17%,1.4%,25%,-0.8%,-2%,19%,1.1,4.3%
CCc1ccccc1Nc1nc(N)nc(CSCC(=O)c2cc(C)n(C)c2C)n1,i,12,-2%,-1.2%,18%,-0.1%,14%,6%,1.1,2.0%
COc1ccccc1C(=O)Nc1c[nH]c(=O)[nH]c1=O,i,55,nt,-0.4%,nt,1.4%,nt,nt,nt,?
Cn1c(COc2ccc3ccccc3c2)nnc1SCC(=O)OC1CCCCC1,i,17,8%,0.9%,9%,0.3%,15%,4%,1,1.9%
COc1cccc(NC(=O)NC2CCN(CC(=O)Nc3ccccc3[N+](=O)[O-])CC2)c1,i,28,nt,0.2%,nt,-0.1%,nt,nt,nt,6.1%
CC(C)NC(=O)c1ccccc1NC(=O)CCc1ccccc1,i,35,3%,-0.1%,1%,-0.5%,-3%,3%,1.1,0.5%
O=C1c2ccccc2C(O)N1Cc1ccc2c(c1)OCO2 (stereo not drawn),i,21,-4%,1.7%,1%,0.0%,2%,-5%,1,0.8%
COc1cc(NC(=O)C2CCC(CNc3c(N4CCC(C)CC4)c(=O)c3=O)CC2)cc(OC)c1 (stereo not drawn),i,0,4%,-3.7%&-0.3%,-3%,0.1%,6%,0%,1.4,-0.1%
CCN1C(=O)c2ccccc2S(=O)c2ccc(C(=O)NCc3ccccn3)cc21 (stereo not drawn),i,17,-7%,2.4%,-1%,0.3%,2%,-2%,1.1,0.8%
O=C(NNC(=O)c1sccc1-n1cccc1)c1ccccc1,i,57,7%,0.2%,3%,0.2%,10%,9%,1.1,0.4%
CC(C)(C)C1C=C(Sc2ccccc2)C(=O)O1 (stereo not drawn),i,15,3%,0.8%[50 µM],6%,-1.6%,1%,-2%,1.1,2.4%
Cn1c(C(F)(F)F)nc2c(=O)oc3ccccc3c21,i,11,20%,0.8%,-4%,0.7%,-2%,12%,1,-0.3%
S=C(NCc1ccco1)NCc1ccccc1Cl,i,69,nt,0.6%[50 µM],nt,-0.9%,nt,nt,nt,1.6%
Cc1nc2sc(C(c3ccco3)N3CCN(c4ccccc4F)CC3)c(O)n2n1 (stereo not drawn),i,17,-14%,4.5%,-3%,-0.7%,0%,-1%,1,-0.3%
COc1ccc(CN2CCCC(N3CCN(c4ccc(OC)cc4)CC3)C2)cc1 (stereo not drawn),i,58,nt,0.2%,nt,-1.1%,nt,nt,nt,-0.7%
COC(=O)CCC(=O)Nc1ccc(S(=O)(=O)Nc2nc(C)cc(C)n2)cc1,i,66,nt,0.2%,nt,-0.6%,nt,nt,nt,0.7%
COC(=O)c1ccc(N(CC(=O)NC2CCCC2)C(=O)c2ccc(C)s2)cc1,i,37,nt,1.2%,nt,0.8%,nt,nt,nt,2.1%
CCN(CC)C(=O)c1sc(N)c(C#N)c1C,i,20,-4%,-0.1%,-3%,-0.1%,2%,-3%,1.2,0.8%
CCOc1ccc(S(=O)(=O)N2CCOCC2)cc1[N+](=O)[O-],i,28,10%,0.1%,-6%,-0.1%,1%,2%,1.1,-0.4%
Cc1ccc(C)c(NS(=O)(=O)c2ccc(-c3ccc(=O)[nH]n3)o2)c1,i,4,nt,0.4%,nt,-0.5%,nt,nt,nt,2.0%
Cc1cc(OCc2cc(C(=O)NCc3cc(C(C)C)no3)no2)cc(C)c1Cl,i,36,nt,0.2%,nt,-1.1%,nt,nt,nt,2.9%
O=c1cnnc(Nc2cccc(C(F)(F)F)c2)[nH]1,i,40,3%,-1.0%,-4%,0.3%,1%,-11%,1,1.1%
O=C(CSc1nncn1-c1ccccc1)NC1CCCCC1,i,22,-14%,-2.4%,7%,-0.6%,-1%,-14%,1.1,4.6%
Cc1c(Cl)cccc1NC(=O)Nc1cccnc1,i,6,nt,2.1%[50 µM],nt,-0.8%,nt,nt,nt,2.0%
CC(C)C(=O)NCC(c1cccs1)S(=O)(=O)c1ccc(F)cc1 (stereo not drawn),i,12,nt,0.2%,nt,0.2%,nt,nt,nt,3.5%
CC1CCN(C(=O)c2ccc(NS(C)(=O)=O)cc2)CC1,i,10,6%,0.3%,5%,0.8%,-1%,6%,1.1,0.5%
CCOC(=O)C1(Cc2ccc(OC)cc2)CCN(C(=O)C2=CCCC2)CC1,i,0,4%,0.3%,2%,0.1%,0%,4%,1.1,3.2%

# Reprinted at random: 2 compounds from above
SMILES,T cell HTS,T cell HTS vesicle-bound %,PMI inhibition,K1F lysis inhibition,P. falciparum M17LAP,West Nile antiviral,P. falciparum M1AAP,human PMI inhibition,TNAP activators,RSV CPE inhibition
CC(C)(C)C1C=C(Sc2ccccc2)C(=O)O1 (stereo not drawn),i,15,3%,0.8%[50 µM],6%,-1.6%,1%,-2%,1.1,2.4%
Cn1c(COc2ccc3ccccc3c2)nnc1SCC(=O)OC1CCCCC1,i,17,8%,0.9%,9%,0.3%,15%,4%,1,1.9%

# (next part)
SMILES,T cell HTS,T cell HTS vesicle-bound %,PMI inhibition,K1F lysis inhibition,P. falciparum M17LAP,West Nile antiviral,P. falciparum M1AAP,human PMI inhibition,TNAP activators,RSV CPE inhibition
O=C(Nc1ccc(F)c(F)c1)c1oc2ccccc2c1NC(=O)C1CCCO1 (stereo not drawn),i,39,3%,0.0%,-7%,-0.5%,12%,8%,1,3.1%
CCOC(=O)c1nnn(-c2nonc2N)c1CN1CCc2ccccc2C1,i,54,13%,-0.3%,-1%,-0.2%,-2%,14%,1.1,1.3%
NC(=O)[C@H]1CC2(CC(c3cccc(NC(=O)COc4ccc(Cl)cc4)c3)=NO2)CN1C(=O)CC(c1ccccc1)c1ccccc1 (stereo partly drawn),i,24,nt,0.3%,7%,-1.0%,1%,nt,nt,15%
Cc1ccccc1-n1ncc2c1CC(C)(C)CC2NC(=O)CCCN1CCCC1=O (stereo not drawn),i,56,nt,0.1%,nt,-0.6%,nt,nt,nt,0.2%
NS(=O)(=O)c1ccc(CNC(=O)c2ccc3ccccc3n2)cc1,i,25,nt,-0.1%,nt,-0.8%,nt,nt,nt,0.7%
O=C1CC(C(=O)Nc2ccccc2)S/C(=N\N=C\c2ccco2)N1 (stereo not drawn),i,19,11%,1.9%[50 µM],9%,-0.1%,10%,10%,1,1.0%
Cc1cc(C(=O)Nc2cccnc2)cs1,i,49,10%,4.4%,6%,0.5%,6%,9%,1.1,1.8%
O=C(N/N=C\c1ccc(Cl)s1)c1ccc(Cn2cccn2)o1,i,2,0%,1.1%[50 µM],23%,-0.7%,15%,-2%,0.9,0.2%
